# High-throughput results deposited in PubChem BioAssay by several laboratories.
# Scp-1 inhibitor = Scp-1 (human) phosphatase inhibition. Q9GZU7. inhibition, % at 20 µM. 340,000 compounds, 0.88% hits. Recombinant Scp1, phosphopeptide, malachite green phosphate absorbance;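 active = inhibition above about 50% at 20 µM, limit read from the data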;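 note: plate controls were DMSO wells with enzyme for no effect and wells lacking enzyme for full effect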
# Target sequence (Q9GZU7 76-261 limits assumed): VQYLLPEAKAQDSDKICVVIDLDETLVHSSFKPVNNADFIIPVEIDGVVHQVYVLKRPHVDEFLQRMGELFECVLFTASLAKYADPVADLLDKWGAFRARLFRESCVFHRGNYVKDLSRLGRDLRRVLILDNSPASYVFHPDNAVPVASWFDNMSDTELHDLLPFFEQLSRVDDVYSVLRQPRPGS
#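 Material: truncated SCP-1 phosphatase (76-261aa) / Buffer or medium: 50 mM Tris acetate pH 5.5, 0.005% Tween-20, 10 mM MgCl2 / Compound dosing: one concentration, 20 µM, with 1.0% DMSO / Incubation: 45 min room-temperature reaction, 5 min colour, 30 min stabiliser / Detection: colorimetric free-phosphate detection, absorbance 630 nm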
# LMPTP block = blocks human LMPTP phosphatase | P24666 | inhibition, % at 20 µM | recombinant LMPTP-A, OMFP fluorogenic substrate, fluorescence intensity | AID 651560 | 360,000 compounds, 0.22% hits;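 active = compounds that cut the enzyme signal by at least half of the control window in the single-dose screen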;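 note: plate controls were DMSO wells with enzyme plus substrate for no effect and substrate without enzyme for full effect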
# Target sequence (P24666 whole entry, looked up): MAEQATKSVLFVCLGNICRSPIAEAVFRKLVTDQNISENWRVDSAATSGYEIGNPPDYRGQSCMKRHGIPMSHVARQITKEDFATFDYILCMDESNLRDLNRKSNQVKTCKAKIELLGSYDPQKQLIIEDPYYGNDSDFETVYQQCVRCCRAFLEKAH
#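 Buffer or medium: Bis-Tris pH 6.0, DTT, detergent; Assay system: LMPTP-A enzyme; Quantity: 0.625 nM enzyme; Detection: endpoint fluorescence intensity; Times: 50 min dark incubation at room temperature; Controls: substrate-only low control, DMSO enzyme-plus-substrate high control; Doses: single 20 µM dose; Read-out: percent inhibition versus substrate-only and uninhibited controls; Reagent: 400 µM OMFP.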
# CendR NRP1 mod = NRP-1/CendR interaction modulation. FAM-RPARPAR peptide binding to NRP-1, fluorescence polarization. 360,000 compounds, 0.85% hits. inhibition, % at 25 µM;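 active = inhibition or corrected inhibition above about 18%, plus a signal ratio from 0.5 to 1.5, limit read from the data, passing the limit was not always enough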; note: strong numbers were not always called active
# SKN-1 inh = inhibitors of C. elegans SKN-1. AID 624304. inhibition, % at 21.8 µM. 360,000 compounds, 0.49% hits. C. elegans VP596 Pgst-4::GFP/RFP ratio, acrylamide-induced, 24 h;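 active = interference check ratio from 0.5 to 1.5 plus GFP to RFP signal ratio inhibition reaching or exceeding a fixed threshold, cut at about 30% in these data, passing the limit was not always enough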; note: some compounds called inactive have numbers as strong as hits
# DNMT1 block = DNMT1 (human) enzyme inhibition | P26358 | DNMT1 molecular beacon, Hinp1I cleavage, fluorescence | inhibition (reported as % activation of signal), % at 10 µM | 360,000 compounds, 0.83% hits | AID 588458; in the data active = inhibition above about 50%
# Tb MetRS inh = Trypanosoma brucei MetRS inhibition | purified T. brucei MetRS, ATP depletion, Kinase-Glo luminescence | inhibition, % at 11.9 µM | 360,000 compounds, 0.4% hits | AID 624268;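 active = inhibition above a per-plate cutoff of the control wells' mean inhibition plus 3 SD, cut at about 5.5% in these data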;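 note: 0% = DMSO wells median and 100% = median of wells with control inhibitor compound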
#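 Test system – parasite MetRS enzyme · Reagent – substrates ATP, L-methionine and bulk Escherichia coli tRNA · Doses – 11.9 µM compound single dose, 0.9% DMSO · Times – 15 min enzyme-compound preincubation, 2 h reaction, 10 min detection, 25 °C · Signal – Kinase-Glo luminescence, ATP depletion format · Controls – DMSO-only wells as low control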
# NadD block = inhibitors of Staphylococcus aureus NadD; purified NadD enzyme, colorimetric absorbance read-out; inhibition, % at 20 µM; 360,000 compounds, 0.78% hits; AID 602399; in the data active = inhibition above about 26%; note: some compounds past the cut are filed as inactive
# Neddylation inh = cullin neddylation inhibition; P61081+Q13564; TR-FRET cullin neddylation, biochemical; calls only at 25 µM; 360,000 compounds, 0.58% hits; AID 651699; in the data active = inhibition above about 36%
# Target sequence (P61081 whole entry, looked up): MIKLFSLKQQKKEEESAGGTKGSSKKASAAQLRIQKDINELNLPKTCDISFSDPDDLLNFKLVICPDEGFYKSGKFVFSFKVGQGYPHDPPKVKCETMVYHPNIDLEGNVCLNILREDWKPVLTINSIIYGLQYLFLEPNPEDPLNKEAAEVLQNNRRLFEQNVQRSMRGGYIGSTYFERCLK
# Target sequence (Q13564 whole entry, looked up): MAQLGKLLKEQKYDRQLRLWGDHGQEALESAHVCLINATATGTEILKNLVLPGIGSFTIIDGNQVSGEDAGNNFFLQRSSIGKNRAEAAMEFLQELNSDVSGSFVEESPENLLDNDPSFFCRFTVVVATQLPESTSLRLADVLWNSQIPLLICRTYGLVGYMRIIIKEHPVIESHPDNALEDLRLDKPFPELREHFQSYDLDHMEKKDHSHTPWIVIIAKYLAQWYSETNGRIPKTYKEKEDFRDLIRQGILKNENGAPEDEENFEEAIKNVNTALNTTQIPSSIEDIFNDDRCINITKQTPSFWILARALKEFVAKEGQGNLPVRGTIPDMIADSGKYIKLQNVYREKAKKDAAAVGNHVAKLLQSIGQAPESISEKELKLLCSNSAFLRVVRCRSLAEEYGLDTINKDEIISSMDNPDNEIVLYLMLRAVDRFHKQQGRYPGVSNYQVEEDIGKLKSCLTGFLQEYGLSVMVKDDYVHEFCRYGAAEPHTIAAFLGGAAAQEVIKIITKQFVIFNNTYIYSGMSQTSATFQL
# SUMO1 PPI mod = modulators of human SUMO1-mediated protein-protein interactions. inhibition, % at 20 µM. SUMO1 binding to a labelled peptide, TR-FRET, 1 h. AID 602429. 360,000 compounds, 0.33% hits; in the data active = inhibition above about 37%
# STEP block = inhibitors of human striatal-enriched phosphatase STEP. inhibition, % at 20 µM. recombinant STEP, OMFP fluorogenic substrate, fluorescence. P54829. 360,000 compounds, 0.25% hits;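 active = inhibition at 20 µM, scaled per plate between control wells, above about 37%, limit read from the data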;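 note: 0% = DMSO with enzyme and substrate and 100% = substrate only without enzyme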
#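 medium = Bis-Tris buffer pH 6.0, 2.5 mM DTT, 0.005% Tween 20 | test system = STEP (striatal-enriched tyrosine phosphatase) enzyme, cell-free | measure = normalized % inhibition | compound dosing = 20 µM, 1% DMSO | also added = 25 µM OMFP | schedule = reaction 20 min, ambient temperature | measured by = fluorescence read at 480 nm ex / 540 nm em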
# * = called active by the depositor; i = inactive; x = not tested or not shown.
SMILES,Scp-1 inhibitor,LMPTP block,CendR NRP1 mod,SKN-1 inh,DNMT1 block,Tb MetRS inh,NadD block,Neddylation inh,SUMO1 PPI mod,STEP block
Cc1ccc(C(=O)NCCSc2c(C)[nH]c3ccccc23)cc1[N+](=O)[O-],-19,1.0,-5,-4,-6,-0.2,0,i,-10,0
CSc1ccccc1NC(=O)c1cnccn1,-2,0.6,-7,1,-2,-1.2,-5,i,0,1
Cc1ccsc1/C=N/NC(=O)c1nnn(-c2nonc2N)c1-c1ccc2c(c1)OCO2,-2,1.4,10,-10,-4,-0.3,13,i,-5,0
CN1CCN(c2ccc(S(=O)(=O)N3CCCCC3)cc2NC(=O)Cc2ccc(Cl)cc2)CC1,-1,-0.5,-24,8,-3,0.4,1,i,3,0
Cc1cc(=O)oc2cc(OCC(=O)NC3CCCCC3)ccc12,-10,0.2,0,7,0,-0.1,-14,i,3,0
Cc1cccnc1Nc1nc(-c2ccc(O)cc2O)cs1,-9,1.1,-9,18,-35,-0.9,8,i,1,-1
Cc1ccc(C(=O)c2sc3nsc(C)c3c2N)cc1,-12,1.8,-11,-10,-8,-0.6,-1,i,-22,9
COc1ccc(-c2nc(C#N)c(N3CCN(C(=O)c4ccco4)CC3)o2)cc1OC,-9,2.5,5,20,1,-0.2,7,i,-1,2
COc1cccc(NC(=S)NC(=O)Cc2ccccc2)c1,-11,1.7,6,8,1,0.0,-4,i,0,-1
O=C(CSc1ccccn1)Nc1ccc2c(c1)OCCO2,8,-0.1,-2,3,1,2.1,-1,i,3,-1
O=C(CSc1ccc(Cl)cc1)NC(=O)NCc1ccco1,-2,1.3,-4,18,20,-0.4,-2,i,2,2
O=C(O)/C=C/c1cnc[nH]1,6,0.4,9,-9,-2,0.5,0,i,-5,0
CC1(C(=O)NS(=O)(=O)c2ccc(F)cc2F)CCN1C(=O)Cc1ccccc1Cl (centres undefined),x,-3.3,-8,3,2,-0.2,-5,i,10,-2
O=S(=O)(CCSc1ccc(C(F)(F)F)cn1)c1ccccc1,-8,1.5,4,2,1,-1.1,-10,i,0,0
Cc1c(O)c(=O)ccn1Cc1ccccc1,-5,-2.9,8,6,7,-0.2,-8,i,3,-3
O=C(NCC(=O)N(Cc1ccc(F)cc1)C(C(=O)NCC1CCCO1)c1ccccc1)c1ccco1 (centres undefined),9,0.8,-3,-19,2,-0.2,-1,i,-1,1
O=C(Cn1nc(-c2cccc(Cl)c2)ccc1=O)NCC1COCCO1 (centres undefined),-7,-2.3,-6,-7,3,-0.3,0,i,-2,0
Cc1cc(N2CCOCC2)ccc1/C=C1\NC(=O)N(Cc2ccccc2)C1=O,-5,-0.4,-8,7,2,-0.4,0,i,-6,2
O=C(COC(=O)c1cc(=O)[nH]c2ccccc12)Nc1ccc(Cl)cn1,-8,1.5,-14,16,2,-0.5,4,i,-13,0
CCOC(=O)c1c(NC(=O)CN2CCOCC2)sc2c1CCCC2,8,2.9,7,11,-4,-1.1,-2,i,1,0
O=C(COC(=O)CNC(=O)c1ccc(Cl)cc1Cl)NNC(=O)c1ccccc1,-5,-1.1,-6,-7,1,0.0,4,i,7,-4
CCN(CC)CCCNC(=O)c1ccccc1C,-2,-1.6,-16,-11,-7,0.0,-2,i,-3,0
C/C(=C\c1ccccc1)C1NC(=O)c2c(sc3c2CCCC3)N1 (centres undefined),5,-0.1,-15,5,-7,-0.8,24,x,0,0
CCOC(=O)c1sc(NC(=O)c2ccco2)nc1C,4,0.8,5,24,2,-0.8,0,i,0,1
CCOC(=O)Cc1csc(NC(=O)CSc2nnc(-c3ccncc3)o2)n1,-2,-1.3,-3,-2,2,-0.3,-2,i,1,-1
C=CCn1nnnc1SCC(=O)Nc1cccc(C(F)(F)F)c1,12,-1.2,1,1,0,-0.2,8,i,-2,-4
COc1ccc(COCC(O)CN(Cc2ccco2)Cc2ccccc2O)cc1 (centres undefined),-11,0.5,14,4,10,-0.1,-8,i,5,0
Cc1cc2c(OCC(O)CN3CCCCC3)cccc2[nH]1 (centres undefined),-4,0.9,-9,6,-13,-0.5,0,i,-2,-1
COc1ccc(C(=O)N/C(=C/c2cccnc2)C(=O)N2CCOCC2)cc1OC,-4,-0.4,8,-10,3,-0.3,0,i,-5,-2
COc1ccc(-c2c(C)nn3c(C)cc(C)nc23)cc1,-10,-0.4,7,-7,4,-0.9,-3,i,4,2
O=C(Oc1ccc2cccc(OC(=O)N3CCOCC3)c2c1)N1CCOCC1,-7,-0.6,0,-15,2,-0.1,1,i,-3,2
Cc1cc(C)n(-c2ccc(NC(=O)C3CCCCN3Cc3cccc4c3OCO4)cc2)n1 (centres undefined),-7,-0.5,10,3,-2,0.6,-3,i,2,0
O=C(NCCN1CCOCC1)c1ccc(N2CCCC2)c([N+](=O)[O-])c1,5,-1.5,7,-9,2,-1.7,3,i,-17,1
Cc1nn(CC(=O)NCc2cccs2)c(=O)c2nn(-c3ccccc3)c(C)c12,51*,-2.2,7,5,-3,-0.7,0,i,-2,-2
CN(C(=O)COc1ccc(Cl)cc1)C1(C)CCS(=O)(=O)C1 (centres undefined),-3,-1.1,1,22,2,0.1,-3,i,2,-2
CC(=O)N1N=C(c2ccccc2)CC1c1cccc([N+](=O)[O-])c1 (centres undefined),-8,0.3,8,-4,-5,0.3,-3,i,-20,-4
Cc1ccc(C)c(C2=CSC3=NCCN23)c1,-8,0.4,6,-7,0,-0.9,-6,i,2,-1
COc1ccc(NC(=O)Cc2nnc(SCC(=O)c3ccc(F)cc3)n2C)cc1,-6,0.6,1,-1,2,-0.1,-8,i,1,4
CCc1nnc(NC(=O)OCc2ccccc2)s1,-4,-2.4,-3,7,3,0.1,-2,i,19,-4
O=C(NC1CCCC1)C(c1cc2c(cc1[N+](=O)[O-])OCO2)N1CCCC1 (centres undefined),-3,-1.3,5,-6,-3,-0.2,7,i,-7,1
CN(/N=C/c1ccccc1)C(=S)c1ccccc1,-5,2.7,-3,0,1,-0.2,-1,i,-1,1
COc1ccc(C)cc1NC(=O)CN(Cc1nnc(-c2ccc(Cl)cc2)o1)C1CCCC1,-2,9.0,-3,24,59*,-0.3,-1,i,0,7
CC1(C)NC(=O)N(CCOCCOc2ccccc2)C1=O,9,0.2,-3,19,2,0.1,-1,i,2,3
Cc1ccc(C)c(SCC(=O)NNC(=O)c2csc(N3CCOCC3)n2)c1,-2,-1.4,9,3,1,-0.3,6,i,1,4
Cc1cccc(-n2nnnc2SCC(=O)c2cc(C)n(Cc3ccco3)c2C)c1,-2,3.8,-9,-3,36,0.0,5,i,-3,3
CCCN(CC(=O)Nc1ccccc1C)C(=O)C1CCN(S(=O)(=O)c2ccccc2C(F)(F)F)CC1,1,-0.5,3,3,1,-0.5,0,i,-2,0
Cc1ccc(NC(=O)CSc2nc3[nH]ncc3c(=O)[nH]2)cc1,-1,0.8,1,8,1,-1.3,5,i,2,1
Cc1ccc(/C=N/n2c(-c3cccc(Cl)c3)n[nH]c2=S)o1,-6,-0.5,5,8,-4,0.4,5,i,-6,2
COc1ccc(-c2ccccc2)cc1NCc1ccccc1C,-5,-0.1,2,14,2,-0.6,3,x,-1,-1
CCCC(=O)c1ccc(N2CCCCC2)c(F)c1,1,-0.3,4,2,1,-0.9,2,i,3,4
O=C(Cn1c(=O)oc2cc(S(=O)(=O)N3CCCC3)ccc21)Nc1ccccc1Br,-4,0.5,10,-1,0,0.2,-5,i,1,2
CCN(CC)S(=O)(=O)c1ccc(N2CCCC2)c(NC(=O)C2CSC3(C)CCC(=O)N23)c1 (centres undefined),-1,0.0,-7,-2,1,-0.2,3,i,6,-4
CCO/N=C(\C)c1c(O)c(CC)c(-c2ccccc2)n(-c2ccccc2)c1=O,-2,3.4,-3,-11,5,-0.2,1,i,-1,1
Cn1c(NC(=O)c2ccco2)c(-c2ccccc2)c(=O)c2ccccc21,5,-1.5,-5,1,5,-0.1,-2,i,3,2
O=C(O)c1ccc2cccc(O)c2n1,-4,-0.4,0,-1,-2,1.1,-9,i,-2,-2
COc1cc(/C=C/C(=O)OCC(=O)NCC2CCCCC2)ccc1O,-4,2.7,-1,-16,-20,0.1,-2,i,-12,-3
CCOC(=O)c1c(-c2ccccc2)csc1NC(=O)c1nn(CC)cc1Br,-15,2.1,0,-5,2,-1.3,-5,i,-1,3
COC(=O)c1ccc(NC(=S)NC(=O)c2c(Cl)cnn2C)cc1,-13,1.3,-4,-11,-2,-0.6,-6,i,-1,-1
CN(Cc1ccccc1)C(=O)c1cccc(NC(=O)Cc2ccc(NC(=O)C3CCN(C(=O)C4CCC4)CC3)cc2)c1,-12,-0.2,0,-1,-4,0.5,7,i,5,-4
COc1ccc(CC(=O)Nc2ccc(-c3noc(-c4ccccc4OC)n3)cc2)cc1,-14,0.9,-6,-6,18,-0.5,-10,i,-2,2

# Further results
SMILES,Scp-1 inhibitor,LMPTP block,CendR NRP1 mod,SKN-1 inh,DNMT1 block,Tb MetRS inh,NadD block,Neddylation inh,SUMO1 PPI mod,STEP block
CCOC(=O)C1NN=C(C(=O)c2ccccc2)C1c1ccc(OC)cc1 (centres undefined),-11,0.7,-1,-3,1,0.1,-7,i,3,3
O=C(NCc1ccco1)c1ccc(-c2ccc3nccn3c2)cc1,x,38,-13,-1,5,0.0,2,i,15,2
CCOC(=O)N1CCC(NC(=O)c2ccc(N3CCC4(CC3)OCCO4)c([N+](=O)[O-])c2)CC1,2,-0.2,-13,2,-2,-0.6,-2,i,-24,-1
COc1ccc(CCN2C(=S)N(C)C(=O)C2CC(=O)Nc2ccc(OC)cc2)cc1 (centres undefined),-15,1.8,8,3,-7,44*,-16,i,1,-3
CC(Sc1ccsc1[N+](=O)[O-])C(=O)NCc1ccco1 (centres undefined),9,0.1,-10,9,5,-1.0,2,i,-10,0
CC(=O)Nc1ccc(S(=O)(=O)NNC(=O)c2cccc3ccccc23)cc1,-2,-2.3,16,-12,5,-1.1,-2,i,-1,-4

# Among those listed so far, these have a COOH group.
SMILES,Scp-1 inhibitor,LMPTP block,CendR NRP1 mod,SKN-1 inh,DNMT1 block,Tb MetRS inh,NadD block,Neddylation inh,SUMO1 PPI mod,STEP block
O=C(O)/C=C/c1cnc[nH]1,6,0.4,9,-9,-2,0.5,0,i,-5,0
O=C(O)c1ccc2cccc(O)c2n1,-4,-0.4,0,-1,-2,1.1,-9,i,-2,-2
